Compound activity (PubChem BioAssay)
UGM FP inh: blocks M. tuberculosis UGM enzyme. purified UGM, fluorescence polarization probe displacement. inhibition, % at 10 µM. P9WIQ1. AID 504406. 0.06% of 320,000 active; in the data active = inhibition above about 10%, passing the limit was not always enough; inconclusive = no clear call, values can overlap the other calls
Target sequence (P9WIQ1 whole entry, looked up): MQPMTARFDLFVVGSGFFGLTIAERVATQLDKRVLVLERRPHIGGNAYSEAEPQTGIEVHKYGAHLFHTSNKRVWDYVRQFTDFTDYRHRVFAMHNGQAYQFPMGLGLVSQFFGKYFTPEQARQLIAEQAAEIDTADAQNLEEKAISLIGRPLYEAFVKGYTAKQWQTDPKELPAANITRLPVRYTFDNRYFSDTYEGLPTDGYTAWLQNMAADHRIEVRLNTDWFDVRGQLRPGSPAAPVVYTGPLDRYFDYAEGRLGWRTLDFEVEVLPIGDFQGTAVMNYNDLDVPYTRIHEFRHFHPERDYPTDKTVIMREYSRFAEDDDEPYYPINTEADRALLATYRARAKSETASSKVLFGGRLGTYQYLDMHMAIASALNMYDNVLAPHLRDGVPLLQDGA
BoNT-F LC inh: BoNT F light chain protease inhibition; Multiplex microsphere protease cleavage assay, flow cytometry; inhibition, % at 10 µM; 0.22% of 360,000 active; in the data active = inhibition above about 35%, passing the limit was not always enough; inconclusive = no clear call, values can overlap the other calls; note: plate controls were buffer without enzyme for full effect and enzyme alone for no effect
GDH-TPI counter: inhibits GDH-TPI coupling enzymes, artifact for Mtb FBA screen; GDH-TPI coupled enzyme counterscreen, NADH absorbance; inhibition, % at 4.8 µM; 1.2% of 360,000 active; AID 588335;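 note: 0% = DMSO wells and 100% = wells lacking the enzyme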
Mtb FBA inh: inhibits M. tuberculosis FBA enzyme; inhibition, % at 1 µM; 2.3% of 360,000 active; purified M. tuberculosis FBA, fluorescence read-out; P9WQA3; AID 588726; in the data active = inhibition above about 27%;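 note: 0% = vehicle and 100% = reference inhibitor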
Target sequence (P9WQA3 whole entry, looked up): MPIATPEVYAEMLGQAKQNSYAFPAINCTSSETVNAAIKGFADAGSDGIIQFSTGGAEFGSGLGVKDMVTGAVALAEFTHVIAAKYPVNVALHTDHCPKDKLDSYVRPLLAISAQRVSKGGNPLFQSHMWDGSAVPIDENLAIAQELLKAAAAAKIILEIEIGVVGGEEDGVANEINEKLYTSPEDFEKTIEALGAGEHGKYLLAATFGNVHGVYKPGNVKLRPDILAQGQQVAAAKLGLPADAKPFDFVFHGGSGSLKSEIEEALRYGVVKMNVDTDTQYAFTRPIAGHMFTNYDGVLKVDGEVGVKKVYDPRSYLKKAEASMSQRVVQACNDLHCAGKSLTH
PrPC TRFRET: cell surface PrPC inhibition, primary TR-FRET screen; P04156; TR-FRET read-out; inhibition, % at 13.8 µM; 0.43% of 370,000 active; AID 720596; in the data active = inhibition above about 24%; note: 0% = median of the test wells and 100% = reference compound wells
FadD28 binding: M. tuberculosis FadD28 bisubstrate binding inhibition; inhibition, % at 12.5 µM; AID 588549; 0.22% of 360,000 active; FadD28 bisubstrate probe binding, fluorescence polarization; in the data active = inhibition above about 8.5%, passing the limit was not always enough; inconclusive = no clear call, values can overlap the other calls
BoNT-A LC inh2: blocks Botulinum neurotoxin A light chain protease; multiplex microsphere protease substrate cleavage, flow cytometry; 0.17% of 360,000 active; inhibition, % at 10 µM; in the data active = inhibition above about 30%; inconclusive = no clear call, values can overlap the other calls; note: plate controls were buffer without enzyme for full effect and enzyme alone for no effect
CCHFV vOTU inh: CCHFV vOTU protease inhibition. 0.55% of 370,000 active. inhibition, % at 11.5 µM. Pep-AMC fluorescence. AID 651958; note: 0% = vehicle wells with enzyme and 100% = no enzyme wells
BioA inh: blocks M. tuberculosis BioA enzyme activity | 0.096% of 360,000 active | purified M. tuberculosis BioA enzyme, plate reader | AID 602481 | inhibition, % at 9.99 µM; in the data active = inhibition above about 40%; inconclusive = no clear call, values can overlap the other calls
* = called active by the depositor; ? = inconclusive; . = no result given. Cut-off read from the data, not from the text of the source, unless noted: active = inhibition above about 30%; inactive = the rest.

The opening 12 records as a preview:
SMILES	UGM FP inh	BoNT-F LC inh	GDH-TPI counter	Mtb FBA inh	PrPC TRFRET	FadD28 binding	BoNT-A LC inh2	CCHFV vOTU inh	BioA inh
Cc1ccc(OCCn2c(=O)cnc3ccccc32)cc1	-0.1	3	8	9	4	-1.5	0.2	8	0.0
COc1ccc(NS(=O)(=O)c2cccc(N/C(=N\S(=O)(=O)c3ccccc3)c3ccc(F)cc3)c2)cc1	2.1	-2	7	3	1	-0.6	-1.4	-6	0.7
O=C(NCc1ccc2c(c1)OCO2)c1ccc(N2C(=O)C3CCCCC3C2=O)cc1 (stereo not drawn)	-0.4	-17	2	4	.	-0.7	-1.1	.	-0.8
Cc1cc(C)n2nc(SC(C)C(=O)Nc3ccc(Cl)cn3)nc2n1 (stereo not drawn)	-1.3	-2	-1	2	-4	-0.8	0.9	5	.
O=C(NCC(=O)N1CCOCC1)c1ccc(Br)cc1	2.6	11	-2	1	-6	-2.8	4.3	10	-3.2
CCCCOc1ccc(C(=O)N2CCNC(=O)C2CC(=O)OC(C)C)cc1 (stereo not drawn)	0.7	0	-11	1	-5	-3.0	-0.7	-11	-0.9
Cc1ccc(NC(=O)c2cc3c(s2)CCCC3)cc1	0.1	-6	16	2	7	-3.7	0.1	20	-0.5
CCCOc1ccc(CNC(=O)c2ccc3nc(N4CCOCC4)sc3c2)cc1	-0.2	-59	15	-1	15	-1.2	-9.0	10	1.1
O=c1nc(NO)ccn1C1CCCO1 (stereo not drawn)	.	-9	3	-2	7	-3.2	-0.3	-13	.
O=C(COC(=O)c1cccc(S(=O)(=O)N2CCCCCC2)c1)Nc1ccccc1	.	6	-2	1	5	?	4.4	19	-0.2
Cc1ccc(CNC(=O)C2(S(=O)(=O)c3ccc(C)cc3)CC2)cc1	-4.2	-2	-2	-1	-3	0.7	0.0	6	1.3
CC(=O)N1c2ccc(S(=O)(=O)NCCC(=O)Nc3cccc(Cl)c3)cc2CC1C (stereo not drawn)	-1.2	2	4	4	4	-3.3	-1.4	4	-1.7

The list itself, from the start:
SMILES	UGM FP inh	BoNT-F LC inh	GDH-TPI counter	Mtb FBA inh	PrPC TRFRET	FadD28 binding	BoNT-A LC inh2	CCHFV vOTU inh	BioA inh
Cc1ccc(OCCn2c(=O)cnc3ccccc32)cc1	-0.1	3	8	9	4	-1.5	0.2	8	0.0
COc1ccc(NS(=O)(=O)c2cccc(N/C(=N\S(=O)(=O)c3ccccc3)c3ccc(F)cc3)c2)cc1	2.1	-2	7	3	1	-0.6	-1.4	-6	0.7
O=C(NCc1ccc2c(c1)OCO2)c1ccc(N2C(=O)C3CCCCC3C2=O)cc1 (stereo not drawn)	-0.4	-17	2	4	.	-0.7	-1.1	.	-0.8
Cc1cc(C)n2nc(SC(C)C(=O)Nc3ccc(Cl)cn3)nc2n1 (stereo not drawn)	-1.3	-2	-1	2	-4	-0.8	0.9	5	.
O=C(NCC(=O)N1CCOCC1)c1ccc(Br)cc1	2.6	11	-2	1	-6	-2.8	4.3	10	-3.2
CCCCOc1ccc(C(=O)N2CCNC(=O)C2CC(=O)OC(C)C)cc1 (stereo not drawn)	0.7	0	-11	1	-5	-3.0	-0.7	-11	-0.9
Cc1ccc(NC(=O)c2cc3c(s2)CCCC3)cc1	0.1	-6	16	2	7	-3.7	0.1	20	-0.5
CCCOc1ccc(CNC(=O)c2ccc3nc(N4CCOCC4)sc3c2)cc1	-0.2	-59	15	-1	15	-1.2	-9.0	10	1.1
O=c1nc(NO)ccn1C1CCCO1 (stereo not drawn)	.	-9	3	-2	7	-3.2	-0.3	-13	.
O=C(COC(=O)c1cccc(S(=O)(=O)N2CCCCCC2)c1)Nc1ccccc1	.	6	-2	1	5	?	4.4	19	-0.2
Cc1ccc(CNC(=O)C2(S(=O)(=O)c3ccc(C)cc3)CC2)cc1	-4.2	-2	-2	-1	-3	0.7	0.0	6	1.3
CC(=O)N1c2ccc(S(=O)(=O)NCCC(=O)Nc3cccc(Cl)c3)cc2CC1C (stereo not drawn)	-1.2	2	4	4	4	-3.3	-1.4	4	-1.7
COc1ccc(C(=O)c2cn(-c3cccc(Br)c3)nc2C(C)=O)cc1	-1.8	1	5	1	-5	-0.7	-0.1	-3	1.5
COc1cc(S(=O)(=O)N2CCN(Cc3ccc4c(c3)OCO4)CC2)c(C)cc1C	-1.0	-4	3	1	-5	-1.5	-0.6	10	-1.6
O=C(CCn1c(=O)c2ccccc2n(CC(=O)NCCC2=CCCCC2)c1=O)NCc1ccco1	-2.4	-7	-2	1	1	-3.9	-0.2	2	0.3
Cc1cccc(NS(=O)(=O)c2c(C(=O)N3CCCC3)c(C)n(C)c2C)c1	1.8	9	16	-2	-4	-1.0	6.1	5	-0.3
NC(=O)NC(=O)CC1S/C(=N/N=C2\CSC(=O)N2)NC1=O (stereo not drawn)	-2.7	2	3	1	-9	-0.2	-1.8	2	.
CCC(Cc1ccccc1)OC(=O)c1ccccc1C(=O)O (stereo not drawn)	.	8	-8	-2	6	-5.3	0.0	-8	-1.4
Cc1cc(O)c(C(C[N+](=O)[O-])c2ccc(Cl)cc2Cl)c(=O)o1 (stereo not drawn)	2.4	-8	6	3	.	0.0	-7.4	.	0.8
CN(C)C(CNC(=O)c1cccc(S(=O)(=O)NCc2ccccc2)c1)c1ccccc1 (stereo not drawn)	.	2	-5	1	-7	-0.5	1.7	-7	-0.1
N#C/C(=C\c1ccc(C(=O)O)cc1)c1ccccn1	0.5	1	9	-9	-3	-2.6	-0.7	8	.
O=S(Cc1ccccc1)c1ccccc1 (stereo not drawn)	.	-1	1	-2	6	-1.4	-0.6	2	.
O=S(=O)(c1ccccc1)[C@@]1(c2ccccc2)C[C@@H]2ON=C(c3cccc(-c4ccccc4)c3)[C@@H]2C1	-2.0	-9	5	0	1	-3.5	-0.4	18	-2.6
O=C(/C=C/c1ncc(C(F)(F)F)cc1Cl)OCc1ccccc1	-2.4	-1	5	4	10	0.5	-0.5	-4	0.5
Cc1ccccc1Cn1c(=N)n(CC(O)c2ccco2)c2ccccc21 (stereo not drawn)	-3.8	0	3	2	-7	-2.9	0.2	0	-1.5
(list continues)
SMILES	UGM FP inh	BoNT-F LC inh	GDH-TPI counter	Mtb FBA inh	PrPC TRFRET	FadD28 binding	BoNT-A LC inh2	CCHFV vOTU inh	BioA inh
COc1ccc(NC(=S)NC(NC(=O)c2ccccc2Cl)C(Cl)(Cl)Cl)c([N+](=O)[O-])c1 (stereo not drawn)	1.9	-5	8	-3	-4	-2.7	0.5	4	-1.1
COc1cc(OC)cc(C(=O)OCC(=O)NC2CCCCCC2)c1	-0.1	-6	1	1	3	.	-2.4	0	-0.4
C/C(=N\NC(=O)c1cc(-c2ccccn2)nc2ccccc12)c1cccc([N+](=O)[O-])c1	0.0	-2	10	1	-8	-1.8	0.8	-1	-1.1
CCOC(=O)N1CCN(S(=O)(=O)c2ccc(C(=O)Nc3ccc(F)cc3F)cc2)CC1	-0.9	-7	1	2	6	-1.9	-1.0	-17	-0.6
Cc1ccc(NS(=O)(=O)c2c(C)[nH]c(C)c2C(=O)N2CCCCC2)c(C)c1	0.4	3	8	1	9	-1.7	0.4	0	-3.1
COc1ccc(C)cc1NC(=O)COC(=O)c1c(C)nn(-c2ccccc2)c1C	-0.2	4	5	3	11	-1.9	2.4	4	4.6
CC(C)OC(=O)c1cccc(NC(=O)CSc2nnc(N)s2)c1	-1.6	19	1	1	-3	-1.7	2.2	11	.
COc1ccc(NC(=O)/C=C/C(=O)O)c([N+](=O)[O-])c1	1.5	.	0	-6	-9	-0.8	.	3	-1.2
CCOC(=O)c1sc(-c2ccccc2)cc1NC(=O)CSc1nnnn1C	0.9	-5	15	1	-8	-2.0	1.1	20	-1.1
CCOC(=O)C1CCN(C/C=C/c2ccccc2[N+](=O)[O-])CC1	0.8	.	9	1	-8	-0.2	.	-14	-1.0
Cc1cc(C)c2oc(C(=O)N(Cc3ccccc3)c3ccccn3)cc(=O)c2c1	-0.7	6	14	-1	-5	-0.5	-0.3	-9	.
CCOc1ccc(N2CC(C(=O)NCCc3c[nH]c4ccc(C)cc34)CC2=O)cc1 (stereo not drawn)	3.0	-39	-1	1	10	-0.3	-1.0	-1	-0.1
Cc1nc([N+](=O)[O-])cn1Cc1cccc2ccccc12	-0.3	-19	5	1	5	-2.4	-3.6	-2	0.6
COc1ccc(CC(=O)N(Cc2cc3cc(OC)ccc3[nH]c2=O)C(C)C)cc1	3.0	-2	8	20	3	1.5	-0.8	-1	-0.5
NC(=O)c1cc(-c2ccccc2)sc1NC(=O)CN1CCCCC1	0.1	-1	10	2	0	-0.5	0.2	-4	.
Cc1cc(C)c(S(=O)(=O)c2ccccc2C)c(N(C)C)n1	-1.1	-8	15	8	0	1.0	0.4	7	-1.1
COc1ccc(NC(=O)CN(C)C(=O)Cc2ccc(S(=O)(=O)N3CCOCC3)s2)cc1	2.6	12	9	6	-11	-0.1	7.5	25	-2.1
O=C(O)CCCC(=O)NCCc1ccncc1	2.1	-32	7	1	0	0.0	-2.0	9	-2.1
O=C(c1nc2n(n1)C(c1ccc(Cl)cc1)C=C(c1ccccc1)N2)N1CCOCC1 (stereo not drawn)	3.1	-19	20	9	-20	-3.9	1.4	8	2.9
c1ccc(-c2csc(Nc3ccc4c(c3)OCO4)n2)cc1	.	-6	.	-4	5	-2.1	0.6	-13	-6.6
Cc1nonc1CC(=O)NC1CC(C)(C)Cc2c1cnn2-c1ccc(F)cc1 (stereo not drawn)	1.1	0	0	-2	-6	-1.9	-2.7	-1	2.2
CCN(C(=O)CSc1nc(N)cc(=O)[nH]1)c1c(N)n(Cc2ccccc2)c(=O)[nH]c1=O	0.2	1	7	-3	3	-1.5	-0.7	5	0.2
C[C@H](O)[C@H](O)[C@H]1CNc2nc(N)[nH]c(=O)c2N1	1.8	-1	18	73*	-4	-2.0	-0.2	-120	-2.0
Cc1occc1C(=O)N/N=C/c1sc(N2CCOCC2)nc1-c1ccccc1	-1.9	-3	-1	-2	-9	-1.5	0.8	5	.
O=C(N/N=C/c1c[nH]c2ccc(Br)cc12)c1ccncc1	-0.6	-5	30	-3	0	-1.5	-0.2	-2	.
The results go on:
SMILES	UGM FP inh	BoNT-F LC inh	GDH-TPI counter	Mtb FBA inh	PrPC TRFRET	FadD28 binding	BoNT-A LC inh2	CCHFV vOTU inh	BioA inh
CCOc1ccc(CC(=O)NC2CCN(Cc3ccccc3)CC2)cc1	-1.9	7	3	1	1	-3.0	-1.8	-11	-0.6
CCOc1ccc(OCC)c(NC(=O)CCNS(=O)(=O)c2cc(Br)cnc2N)c1	-1.2	15	5	0	5	-2.1	-1.0	14	0.4
COC(=O)c1ccc(COc2ccc(C)c(C)c2)o1	-0.4	-16	-7	0	2	-0.9	-0.6	9	-0.8
O=C(c1ccccc1)N1CCC(c2nc(-c3ccc(S(=O)(=O)NCC4CCCO4)cc3)no2)CC1 (stereo not drawn)	3.5	1	2	4	8	-0.5	-0.6	3	.
CC(C)[C@H](NC(=O)OCc1ccccc1)C(=O)OCC(=O)NC1(C#N)CCCC1	-2.6	8	5	4	1	1.2	4.7	-5	-3.7
C=CCNc1nc(Cl)nc(Nc2ccc(OCC)cc2)n1	0.4	-1	-1	0	5	-2.6	-0.4	-2	-1.0
CC(=O)OCC(=O)C1(O)CCC2C3CCC4CC(O)CCC4(C)C3C(=O)CC21C (stereo not drawn)	.	-2	6	-1	5	-3.2	0.4	-6	0.0
CSc1ccccc1OCc1cc(C(=O)NCCN2CCCc3ccccc32)no1	-1.9	-16	8	5	-10	-3.0	5.6	0	.
Cn1cc(C[C@H](NC(=O)OC(C)(C)C)C(=O)N[C@@H](CO)Cc2ccccc2)c2ccccc21	0.2	-6	0	4	-2	-2.0	-0.5	1	0.4
O=C(Cc1c(F)cccc1Cl)NCC1CCCO1 (stereo not drawn)	0.2	8	1	-1	1	0.3	1.6	0	.
NC(=O)CCN1CCN(S(=O)(=O)/C=C/c2ccccc2)CC1	-2.6	2	12	2	-3	1.9	-2.8	7	-4.7
CCCc1c(C(=O)N2CCN(c3ccccc3OC)CC2)cnn1-c1ccccc1	0.7	?	7	-3	-2	-1.8	-8.0	-10	.
O=C1N(Cc2ccccc2)CCCC12CCCN(Cc1ccccc1)C2=O	-2.3	1	-3	-1	-3	-1.2	0.7	-4	-0.6

An unsorted share of the library. About 4.8% of those tested had a hit in this group.
